Screening data: PubChem, Southern Research Specialized Biocontainment Screening Center
VEEV TC-83 Vero: inhibitors of VEEV TC-83 cytopathic effect, confirmation, Vero cells (AID 588727) | Vero cells, VEEV TC-83 cytopathic effect inhibition; higher % means a stronger effect | inhibition, % at 20 µM; hits with a dose series show IC50 in µM | 350,000 compounds, 0.13% hits; in the data active = a potency from the dose series; inconclusive = inhibition mostly from about 14% at the one dose, without a potency; inactive = the rest, 99 in 100 with inhibition below about 12%; note: strong numbers were not always called active
tuberculosis growth: growth inhibition of non-replicating M. tuberculosis (AID 488890); Mycobacterium tuberculosis non-replicating, growth inhibition; higher % means a stronger effect; inhibition, % at 25 µM, or IC50 in µM where a hit was titrated; 320,000 compounds, 0.39% hits; in the data active = a potency from the dose series; inconclusive = inhibition mostly from about 82% at the one dose, without a potency; inactive = the rest, 99 in 100 with inhibition below about 76%;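 note: plate controls were DMSO cells for no effect and high antibiotic wells for full effect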
M. tuberculosis HTS: M. tuberculosis growth inhibition, HTS (AID 449762); M. tuberculosis H37Rv growth inhibition, 7H9 media; higher % means a stronger effect; 330,000 compounds, 0.59% hits; inhibition, % at 25 µM; hits with a dose series show IC50 in µM; in the data active = a potency from the dose series; inconclusive = inhibition above about 70% without an active follow-up result;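 note: bacterial growth assessed after seven days of incubation; strong numbers were not always called active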
H1N1 NS1A inhibition: H1N1 influenza NS1A inhibitors, functional cell based assay (AID 504329); 340,000 compounds, 0.3% hits; NS1A functional cell-based assay, percent inhibition; higher % means a stronger effect; inhibition, % at 12.5 µM, or IC50 in µM where a hit was titrated; in the data active = a potency from the dose series; inconclusive = inhibition above about 27% without an active follow-up result; note: strong numbers were not always called active
PhoP GFP inhibition: PhoP regulon inhibitors, Salmonella typhi PhoP promoter GFP reporter, confirmatory (AID 1850) | Salmonella Typhi PhoP-promoter GFP reporter, fluorescence, 4 h; higher % means a stronger effect | inhibition, % at 50 µM; hits with a dose series show IC50 in µM | 310,000 compounds, 0.33% hits; in the data active = a potency from the dose series; inconclusive = inhibition mostly from about 25% at the one dose, without a potency; inactive = the rest, 99 in 100 with inhibition below about 19%;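 note: 0% = induced wells with vehicle and 100% = uninduced wells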
VEEV TC-83 Vero 10K pilot screen: further read-out of VEEV TC-83 Vero, marked with its call; inhibition, %; measured here: 10K pilot screen inhibition
The depositor's hits bear a star; i = inactive; ? = inconclusive; · = no result given.

SMILES | VEEV TC-83 Vero | tuberculosis growth | M. tuberculosis HTS | H1N1 NS1A inhibition | PhoP GFP inhibition | others
Cc1ccc(S(=O)(=O)N(Cc2cc3ccccc3[nH]c2=O)c2cccc(C)c2)cc1 | 2.9% | -9% | 4% | 1% | -9%
CN1CCN(c2ccc(S(=O)(=O)N3CCOCC3)cc2NC(=O)COc2ccc(C#N)cc2)CC1 | i | · | · | 0% | ·
C=C(C)COc1ccc(-c2nc(N)ncc2Oc2ccccc2OCC)c(O)c1 | 1.6% | 9% | 5% | -5% | -11%
O=C(CCCOc1ccc(Cl)cc1Cl)Nc1nnc(C2CC2)s1 | 5.5% | 0% | 4% | 0% | -11%
C=CCNC(=O)c1ccc(N(CC=C)S(C)(=O)=O)cc1 | 0.9% | -1% | -2% | 0% | 1%
O=C(CCSc1ccc(Cl)cc1)N1CCN(c2ncccn2)CC1 | 3.4% | 6% | -9% | 15% | -8% | VEEV TC-83 Vero 10K pilot screen=4.5
c1csc(-c2nc(N3CCOCC3)c3ccccc3n2)c1 | 2.1% | 23% | -3% | -1% | 6%
CC1=NN(Cc2ccccc2)C(=O)C1 | i | -4% | 2% | -6% | 0%
Cc1ccc(NC(=O)c2ccc(NCCCN3CCOCC3)c([N+](=O)[O-])c2)cc1Cl | 11% | -2% | 42% | 15% | 10%
CS(=O)(=O)N1CCCC(C(=O)NC2CCCCCCC2)C1 (configuration not stated) | 0.8% | -4% | -4% | -3% | 3%
Cc1ccc(/C=N/Nc2nc(N3CCOCC3)nc(N3CCOCC3)n2)o1 | 4.8% | 3% | 7% | 2% | 2%
COc1ccc(NC(=O)CSc2nc(=O)n(CCN3CCOCC3)c3c2CCC3)c(OC)c1 | 4.1% | 6% | 5% | -2% | -7%
CC1(C)Cc2c(sc(NC(=O)c3ccc4ncsc4c3)c2C(N)=O)C(C)(C)N1 | 1.3% | 22% | 8% | 9% | 5%
O=C(c1ccc2ncsc2c1)N1CCN(c2cccc(C(F)(F)F)c2)CC1 | 8.8% | · | · | -12% | ·
COc1ccccc1N1CCN(C2CCCCC2NS(=O)(=O)c2ccccc2)CC1 (configuration not stated) | 5.0% | -6% | 0% | 15% | -4%
CN(C(=O)c1cccc(NC(=O)C2CCCN(C(=O)OC(C)(C)C)C2)c1)C1CCCC1 (configuration not stated) | i | 10% | 4% | -3% | ·
N#CCC(=O)NN=C1CCCCCCCCCCC1 | 0.9% | 31% | 41% | -11% | 2%
CCC(=O)N1CCc2cc(Br)cc(S(=O)(=O)Nc3c(C)n(C)n(-c4ccccc4)c3=O)c21 | · | -5% | -5% | · | 12%
O=C(CSc1nnc(NC(=O)c2ccco2)s1)Nc1ccccc1Br | 0.8% | 28% | 0% | -6% | 4%
Cc1c(C(=O)N2CCCCC2)sc(N)c1C#N | 1.1% | -7% | 11% | -24% | -21%
Cc1ccsc1/C=N/Nc1ccc(Cl)nn1 | 2.3% | 1% | -8% | -10% | 7%
CC1Cc2ccccc2N1C(=O)COC(=O)c1ccc(Cl)nc1 (configuration not stated) | 1.3% | i | ? | -4% | -2%
CN(c1ccccc1)S(=O)(=O)c1ccc(C(=O)NCc2ccc(F)cc2)cc1 | 9.0% | 5% | 6% | -6% | ·
CCOC(=O)C1CCCN(C(=O)Cc2ccc(Cl)cc2)C1 (configuration not stated) | 0.2% | -3% | -1% | -6% | -1%
O=C(CCNS(=O)(=O)c1ccc(Br)s1)N1CCCCC1 | 0.4% | -18% | 1% | -11% | 5%
CC1CCCN(C(=O)COC(=O)c2ccc(=O)n(Cc3ccccc3)n2)C1 (configuration not stated) | 0.9% | 0% | 1% | -2% | -5%
O=C(c1ncc[nH]1)c1cccs1 | 1.8% | · | -2% | -6% | 11%
COc1ccc(N2CCN(C(=O)CSc3ncccc3-c3nc4ccccc4[nH]3)CC2)cc1 | 0.2% | 9% | -2% | 2% | -5%
Cc1ccc(/C(O)=C2/C(=O)C(=O)N(Cc3cccnc3)C2c2ccccn2)cc1 (configuration not stated) | i | -6% | -3% | -4% | -6%
CC(=O)N1CCN(S(=O)(=O)c2cccc(C(=O)N(Cc3ccccc3)c3ccc(C)cc3)c2)CC1 | 8.3% | 43% | 11% | 8% | 2%
CC(C)n1nc(C(=O)Oc2ccc(Cl)cc2)c2ccccc2c1=O | 0.1% | ? | -8% | 18% | -1%
CC(=O)NCCc1ccc(S(=O)(=O)N2CCCC2)cc1 | 2.1% | -12% | -7% | -16% | -7%
COc1ccc(-n2nc(C(=O)NCC(=O)N3CCCCC3)c3ccccc3c2=O)c(OC)c1 | i | -4% | 2% | 5% | -2%
Cc1nnc(SCC(=O)N2CCN(S(=O)(=O)c3ccc(Cl)cc3)CC2)n(N)c1=O | 1.3% | -14% | 2% | 3% | -8%
COC(=O)C1=NN(C(C)=O)C2(CC(=O)N(c3cc(C)cc(C)c3)C2=O)C1 (configuration not stated) | 0.9% | 0% | -11% | -3% | -2%
COc1cc(COCC(O)CN2CCN(CCN3C(=O)c4cccc5cccc(c45)C3=O)CC2)cc(OC)c1OC (configuration not stated) | 6.4% | 31% | -5% | 6% | 4%
O=C(CSCC(=O)N1CCCCC1)Nc1nc(-c2ccccc2)c(-c2ccccc2)s1 | 1.4% | 28% | 0% | 20% | -2%
CC(C)C(=O)NC(c1cccs1)c1cc([N+](=O)[O-])c2cccnc2c1O (configuration not stated) | 6.8% | -5% | 4% | 8% | -9% | VEEV TC-83 Vero 10K pilot screen=11
CCCC(C(=O)NC1CCCC1)N(C(=O)Cn1nnc(-c2ccc(C)o2)n1)c1cccc(O)c1 (configuration not stated) | 1.5% | · | · | -6% | ·
FC(F)(F)c1cccc(N2CCN(C(=S)NC3CCCC3)CC2)c1 | 0.4% | 48% | 5% | -13% | -8%
O=c1ccc2ccc(OCCOc3cccc(Cl)c3)cc2o1 | 0.4% | 30% | 11% | 7% | -2%
CN(C)c1ccc(/C=[N+](\[O-])C(C)(C)/C=N/O)cc1 | 1.1% | 12% | -15% | -1% | 5%
COc1ccc(-c2nc(CN3CCC(C(=O)NC4CCCC4)CC3)c(C)o2)cc1OC | 0.3% | -1% | -3% | 1% | 2%
O=C(OCc1ccccc1)/C(=C/c1ccccc1Cl)NC(=O)c1ccco1 | 8.9% | 9% | -6% | -16% | -4%
CC(C)C(=O)N1CCN(c2ccc(NC(=O)c3ccc4c(c3)OCCO4)cc2Cl)CC1 | 6.5% | 48% | 11% | 7% | 5%
CN1C(=O)C(=Cc2sc(=O)n(-c3ccccc3)c2N2CCCCC2)C(=O)N(C)C1=O | 2.0% | · | · | 6% | ·
COc1cccc(NC(=O)CSc2nccn2-c2cccc(OC)c2)c1 | 2.4% | 10% | -1% | 5% | -9%
CCc1cc2c(COC(=O)c3cc(S(=O)(=O)N4CCOCC4)ccc3F)cc(=O)oc2cc1O | 7.2% | 5% | 2% | -15% | ·
Cc1ccc(S(=O)(=O)N2CCC(C(=O)OCC(=O)N3CCCC3=O)CC2)cc1C | 1.3% | -12% | -8% | -4% | -7%
Cc1nnc(NC(=O)c2ccc(S(=O)(=O)N3CCCCC3)cc2)s1 | 3.7% | -2% | 7% | -7% | ·
(cont.)
SMILES | VEEV TC-83 Vero | tuberculosis growth | M. tuberculosis HTS | H1N1 NS1A inhibition | PhoP GFP inhibition | others
CC12CCCCN1CCCc1c2[nH]c2ccccc12 (configuration not stated) | 0.6% | 40% | 5% | 11% | 4%
Cc1nn2cc(-c3ccccc3)nc2s1 | i | 3% | 2% | -5% | -4%
O=C(Cn1ccc2ccccc2c1=O)N1CCN(Cc2ccc3c(c2)OCO3)CC1 | 8.0% | -5% | -3% | 11% | 3%
CCOc1ccc(S(=O)(=O)N2CCN(C)CC2)cc1NC(=O)c1ccccc1F | i | 21% | 14% | 5% | 1%
COc1ccc(OC)c(NC(=O)c2ccno2)c1 | 1.3% | -21% | 10% | -2% | 4%
Nc1nnc(SCC(=O)OCC(=O)Nc2ccccc2F)s1 | 1.1% | -5% | 0% | 0% | 3%
COc1ccc(-n2c(=S)[nH]c3sc(-c4ccccc4)cc3c2=O)c(OC)c1 | 4.2% | -25% | 35% | -8% | -2%
COc1ccc(Cl)cc1NC(=O)C/C(C)=N/NC(=O)c1ccccc1[N+](=O)[O-] | 0.5% | 4% | 1% | -4% | -3%
CCOc1cc(C2NC(=O)c3ccccc3O2)ccc1OC (configuration not stated) | i | -18% | -4% | -3% | -8%
Cc1cc(C)nc(NC(=O)c2cccs2)n1 | 1.0% | -4% | -1% | -16% | -10%
CC(C)(C)c1ccc(N2C(=O)CC(C/C=C/c3ccccc3)C2=O)cc1 (configuration not stated) | 0.9% | -13% | 1% | -13% | 3%
COCCCNC(=O)c1cccs1 | 8.6% | -6% | -4% | 1% | 8%
CCOC(=O)C1(Cc2ccccc2)CCCN(C(=O)c2cn[nH]c2)C1 (configuration not stated) | 2.0% | 11% | -3% | 7% | -1%
CC(C)NC(=O)Cn1c(=O)c2c(ncn2Cc2ccccc2)n(Cc2ccccc2)c1=O | i | 0% | 4% | 1% | 4%
CC(C)c1ccccc1NC(=O)c1ccccc1NC(=O)C1CCCCC1 | 1.3% | · | 5% | -8% | -6%
CCCn1c(C(=O)c2ccc(OC)cc2)nc2ccccc21 | 1.2% | 24% | 8% | 5% | 1%
CCOC(=O)c1c(NCC(C)C)c2ccccc2[nH]c1=O | 3.8% | -6% | 3% | 6% | -4%
CCCc1nc(SCC(=O)c2ccccc2)c2c(=O)n(C)c(=O)n(C)c2n1 | 6.1% | 4% | -1% | -6% | -3% | VEEV TC-83 Vero 10K pilot screen=7.2
CCOC(=O)[C@H]1[C@H]2COc3ccc(OC)cc3[C@@H]2N2C(=O)CN(CCc3c[nH]c4ccccc34)C(=O)[C@@]12C | 8.2% | 24% | -4% | -13% | ·
COc1ccc(C(=O)O)cc1S(=O)(=O)N(CCc1ccccc1)Cc1ccccc1 | 0.2% | 7% | 10% | -7% | -3%

Structural class: the compounds so far with an NH in an aromatic ring.
SMILES | VEEV TC-83 Vero | tuberculosis growth | M. tuberculosis HTS | H1N1 NS1A inhibition | PhoP GFP inhibition | others
Cc1ccc(S(=O)(=O)N(Cc2cc3ccccc3[nH]c2=O)c2cccc(C)c2)cc1 | 2.9% | -9% | 4% | 1% | -9%
O=C(c1ncc[nH]1)c1cccs1 | 1.8% | · | -2% | -6% | 11%
COc1ccc(N2CCN(C(=O)CSc3ncccc3-c3nc4ccccc4[nH]3)CC2)cc1 | 0.2% | 9% | -2% | 2% | -5%
CC12CCCCN1CCCc1c2[nH]c2ccccc12 (configuration not stated) | 0.6% | 40% | 5% | 11% | 4%
COc1ccc(-n2c(=S)[nH]c3sc(-c4ccccc4)cc3c2=O)c(OC)c1 | 4.2% | -25% | 35% | -8% | -2%
CCOC(=O)C1(Cc2ccccc2)CCCN(C(=O)c2cn[nH]c2)C1 (configuration not stated) | 2.0% | 11% | -3% | 7% | -1%
CCOC(=O)c1c(NCC(C)C)c2ccccc2[nH]c1=O | 3.8% | -6% | 3% | 6% | -4%
CCOC(=O)[C@H]1[C@H]2COc3ccc(OC)cc3[C@@H]2N2C(=O)CN(CCc3c[nH]c4ccccc34)C(=O)[C@@]12C | 8.2% | 24% | -4% | -13% | ·

Next part
SMILES | VEEV TC-83 Vero | tuberculosis growth | M. tuberculosis HTS | H1N1 NS1A inhibition | PhoP GFP inhibition | others
CC(C)(NO)/C(=N\O)c1ccccc1 | 0.3% | 87% | 7% | 6% | 6%
CCCCn1c(N)c(N(CCOC)C(=O)c2cccc(-n3cnnn3)c2)c(=O)[nH]c1=O | 0.1% | -5% | -4% | 0% | -1%
Cc1noc(C)c1NC(=O)N(C)C[C@H]1Oc2ccc(NS(=O)(=O)c3cccs3)cc2C(=O)N([C@H](C)CO)C[C@@H]1C | 0.1% | 0% | -3% | -4% | ·
Cc1cn([C@@H](CCCCNC(=O)OC(C)(C)C)C(=O)NCCCCCCCCCCC(=O)N2CCN(C(=O)OC(C)(C)C)CC2)nn1 | 5.0% | 15% | -1% | -3% | 0%
CCN(CC)CCNC(=O)C(=O)Nc1cc2c3c(c1)CCC(=O)N3CCC2 | 12% | 11% | -11% | -5% | 0%
O=C1[C@H]2CCC=C[C@H]2[C@H](c2cccc(Br)c2)N1Cc1ccccc1 | 2.0% | · | · | -1% | ·
CS(=O)(=O)N1CCC(c2noc(-c3ccc(C(F)(F)F)cc3)n2)CC1 | 5.1% | -3% | 4% | -18% | 4%
C=C(CC[C@@H](O)C(C)(C)O)[C@H]1CC[C@]2(C)[C@@H]1CCC1[C@@]3(C)CC[C@H](O)C(C)(C)C3CC[C@]12C (some centres not stated) | 1.6% | 8% | 0% | 0% | ·
COCc1cc(=O)oc2cc(NS(=O)(=O)c3ccc(C)cc3)ccc12 | 4.8% | -8% | 0% | · | 7%
